From PubChem
hcDAF-12 act: activates DAF-12 receptor from parasite H. contortus; HEK293 hcDAF-12 lit1-tk-luc reporter, luminescence; 0% DMSO, 100% Δ7-dafachronic acid; activation, % at 6.8 µM; 370,000 tested, 1.4% active;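 active means activation above the mean of all tested compounds plus 3 SD, cut at about 5.5% in these data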;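 further: 100% = response to 3 µM Δ7-dafachronic acid high control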
ADAM17 inh: ADAM17 inhibition, QFRET primary screen | P78536 | recombinant ADAM17, EDANS/DABCYL FRET peptide cleavage | inhibition, % at 6.95 µM | 370,000 tested, 0.83% active | AID 720648;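 active means inhibition above the mean of compounds lying between control limits plus 3 SD, set per campaign, cut at about 8.5% in these data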;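 further: 0% = DMSO-only wells as the low control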
MBD2 inh: inhibitors of human MBD2 binding to methylated oligonucleotide; Q9UBB5; TR-FRET; inhibition, % at 4.4 µM; 370,000 tested, 0.31% active; in the data active means inhibition above about 13%
Target sequence (Q9UBB5 whole entry, looked up): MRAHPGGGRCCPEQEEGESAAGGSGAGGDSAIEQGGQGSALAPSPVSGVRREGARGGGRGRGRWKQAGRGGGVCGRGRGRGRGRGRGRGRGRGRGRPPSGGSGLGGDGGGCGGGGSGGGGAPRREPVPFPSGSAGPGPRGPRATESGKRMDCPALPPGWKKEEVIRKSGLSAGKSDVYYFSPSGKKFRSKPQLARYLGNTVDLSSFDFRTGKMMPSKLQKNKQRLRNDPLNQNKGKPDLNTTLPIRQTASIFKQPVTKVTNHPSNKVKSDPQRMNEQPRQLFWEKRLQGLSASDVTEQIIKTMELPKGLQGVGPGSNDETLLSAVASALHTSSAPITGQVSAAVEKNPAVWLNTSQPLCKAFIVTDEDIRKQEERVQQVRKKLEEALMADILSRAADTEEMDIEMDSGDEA
SMARCA2 activ: activators of SMARCA2 function; MG213 cells, MMTV-luciferase reporter, dexamethasone, overnight; activation, % at 9.1 µM; 370,000 tested, 1% active; in the data active means activation above about 7.8%;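 further: 0% = vehicle wells and 100% = reference activator wells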
ssDAF12 agonist: S. stercoralis DAF-12 activation, primary screen; HEK293 ssDAF-12/GRIP1 lit1-tk-luc reporter, luminescence; % of 3 µM dafachronic acid response; activation, % at 6.8 µM; 370,000 tested, 1% active; AID 652126;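 active means activation above the mean over all tested compounds plus 3 SD, cut at about 0.9% in these data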;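 further: 0% = DMSO-only wells and 100% = 3 µM delta7-dafachronic acid wells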
NR1D1 modulator: modulators of human Rev-erb alpha DNA binding; Rev-erbα–FITC-DNA binding, fluorescence polarization, 90 min; P20393; 370,000 tested, 0.79% active; activity, % at 10 µM;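 active means activity above about 14%, limit read from the data; passing the limit was not always enough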;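 further: 0% = DMSO wells with 35 nM protein and 100% = DMSO wells with 750 nM protein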
Target sequence (P20393 whole entry, looked up): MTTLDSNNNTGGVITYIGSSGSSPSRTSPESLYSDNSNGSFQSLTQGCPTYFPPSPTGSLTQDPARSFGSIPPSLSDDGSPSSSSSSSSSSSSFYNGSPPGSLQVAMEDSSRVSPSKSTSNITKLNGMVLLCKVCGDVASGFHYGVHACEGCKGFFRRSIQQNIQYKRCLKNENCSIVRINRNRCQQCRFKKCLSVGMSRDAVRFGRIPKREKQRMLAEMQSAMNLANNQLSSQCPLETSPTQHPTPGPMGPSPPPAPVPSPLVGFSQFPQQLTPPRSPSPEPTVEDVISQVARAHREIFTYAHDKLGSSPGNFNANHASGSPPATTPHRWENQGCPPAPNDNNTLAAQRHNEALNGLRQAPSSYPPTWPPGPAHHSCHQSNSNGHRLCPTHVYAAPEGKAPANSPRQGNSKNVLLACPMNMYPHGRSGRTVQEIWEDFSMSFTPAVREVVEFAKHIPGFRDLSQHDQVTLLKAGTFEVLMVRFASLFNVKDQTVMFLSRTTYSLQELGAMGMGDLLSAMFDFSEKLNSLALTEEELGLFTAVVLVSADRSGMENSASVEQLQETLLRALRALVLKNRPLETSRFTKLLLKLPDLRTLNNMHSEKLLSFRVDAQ
hgDAF12 agonist: agonists of H. glycines DAF-12 nuclear receptor | HEK293 GAL4-hgDAF12 UAS-luciferase reporter, agonist luminescence; normalized to butyrate control | 370,000 tested, 1.8% active | activation, % at 6.8 µM | AID 687014;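 active means activation above a cutoff set at the mean of all screened compounds plus 3 SD, cut at about 10% in these data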;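 further: 0% = DMSO wells and 100% = sodium butyrate wells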
PLC-beta3 inh: inhibitors of human phospholipase C beta3; Q01970; Purified PLC-beta3, fluorogenic substrate, fluorescence; inhibition, % at 12.2 µM; 370,000 tested, 0.18% active; AID 720704; in the data active means inhibition above about 11%;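 further: 0% = median of compound wells on plate and 100% = full blocker control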
DAX1 inh-1: blocks DAX1 repression of SF-1 activated StAR promoter. inhibition, % at 6.8 µM. 370,000 tested, 1.1% active. AID 652010. HEK293T StAR-luciferase reporter, SF-1/DAX-1 repression relief;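 active means inhibition above the mean over all tested compounds plus 3 SD, cut at about 3.6% in these data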;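 further: 0% = DAX-1 cells with DMSO and 100% = cells lacking DAX-1 with DMSO; higher inhibition means more luminescence from relief of DAX-1 repression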
DAX1 inh-2: inhibits human nuclear receptor DAX1 | inhibition, % at 6.75 µM | P51843 | HEK293 Gal4-DAX1 luciferase reporter, luminescence | 340,000 tested, 0.99% active | AID 504766;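 active means inhibition above the mean over all tested compounds plus 3 SD, cut at about 4.2% in these data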;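 further: 0% = DAX1-transfected cells with DMSO and 100% = empty-vector control cells with DMSO; inhibition shows as a rise in luminescence from relieved DAX1 repression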
PLC-gamma1 inh: PLC-gamma1 (human) inhibition, primary screen | purified PLC-gamma1, fluorogenic substrate, fluorescence | P19174 | 370,000 tested, 0.84% active | inhibition, % at 12.2 µM; in the data active means inhibition above about 9.5%
Numbers without * were called inactive; i = inactive; . = not tested or not shown.

SMILES	hcDAF-12 act	ADAM17 inh	MBD2 inh	SMARCA2 activ	ssDAF12 agonist	NR1D1 modulator	hgDAF12 agonist	PLC-beta3 inh	DAX1 inh-1	DAX1 inh-2	PLC-gamma1 inh
CSCCC(C(=O)NC(C)(C)C)n1c(-c2ccc(C)cc2)nc2ccccc21 (stereo unspecified)	0.3	1	1	0	0.2	-4	5.7	1	1.2	.	-1
O=C(Nc1cccnc1)C1Cc2c(-c3ccco3)ccnc2O1 (stereo unspecified)	-2.5	-2	0	-1	-1.4	3	4.4	1	1.1	.	0
COc1ccc(CNC(=O)c2sc3nc(C)c(Cl)c(C)c3c2N)cc1	-1.9	-87	-7	-3	-1.2	-7	-1.4	-431	-0.1	.	-318
COc1ccc(C(=O)Nc2sc(C)c(C)c2CN2CCOCC2)cc1	7.5*	-3	1	8.1*	1.6*	0	12*	-6	3.2	3.0	-2
CCOCCCNc1nc2nc3ccc(C)cn3c(=O)c2cc1C(=O)NCC1CCCO1 (stereo unspecified)	0.0	i	0	1	-1.0	-6	0.2	i	0.3	0.8	-462
C=C1C[C@@]23CCC4[C@@](C)(CCC[C@@]4(C)C(=O)OC)C2CC[C@]1(OC(C)=O)C3 (stereo partly specified)	0.9	-4	-1	-2	-1.1	-4	-1.1	0	0.0	1.4	1
COC(=O)Cn1c(Cc2ccccc2)nc2ccccc21	-2.5	-3	1	1	-1.5	-4	-2.5	-8	0.1	-1.0	-2
CCN=C(N/N=C/c1ccc([N+](=O)[O-])cc1)SC	-1.5	-2	-7	-1	-1.4	7	-2.9	6	0.2	-0.7	5
CCCCCC(O)(CCN1CCCCC1)c1ccccc1 (stereo unspecified)	-1.5	0	-1	0	-1.4	-4	1.3	-3	-0.1	-0.1	4
Cc1ncc(N=Nc2ccc(F)cc2)c(-c2ccc(Cl)cc2)n1	-1.1	-1	-5	0	-1.3	-3	-0.4	0	0.6	0.4	-1
COCC(=O)Nc1cc(C(=O)Nc2ccccc2C)ccc1Cl	2.2	-1	-3	0	-1.6	0	6.4	0	0.6	0.6	-2
COC(=O)c1cccc(NC(=O)c2cccc(-n3cnnn3)c2)c1	0.2	-5	8	-2	-1.6	3	-0.2	-2	-1.7	-0.9	2
O=C(COc1ccc2ccccc2c1)NNC(=O)c1ccc([N+](=O)[O-])cc1	1.7	2	3	-1	-1.0	-7	3.1	2	0.2	2.1	4
CCOC(=O)C1CCN(C(=O)COC(=O)CN(C)S(=O)(=O)c2ccc(NC(C)=O)cc2)CC1	0.9	-1	-1	-1	-0.9	-4	1.1	-3	1.6	0.8	0
CSc1nc(N(C)NC(=O)c2cccc(C)c2)c2ccccc2n1	-1.5	-5	-1	0	-0.3	-5	-4.6	-1	1.9	-1.3	-1
CCC1=C(OC(=O)N(CC)CC)N2C(=O)OC(=NCC3CC3)[C@]2(C)[C@H]2C1=CC[C@H]1C(=O)N(C)C(=O)[C@H]12	-2.0	-3	-1	1	-1.1	-4	1.0	-7	-0.2	-0.6	-3
COC(=O)c1ccc(S(=O)(=O)NC(C)(C)C)n1C	-1.0	-1	0	6	-0.6	-4	-1.6	-2	-0.4	1.1	0
COC(=O)[C@]12C[C@H](CC(=O)NCCCN3CCCC3=O)C(=O)N(Cc3cccc4ccccc34)C1=C[C@H](C(C)(C)C)O[C@@H]2C	0.5	0	-1	-3	-1.0	3	-0.8	0	-0.3	.	-1
c1ccc(C(c2ccccc2)N2CCN(c3ccc4ccccc4n3)CC2)cc1	0.0	-1	1	-1	-1.0	-4	-1.2	0	-0.9	-1.1	5
CCCC(=O)Nc1ccc(NC(=O)c2cccc(OC)c2)cn1	-3.3	0	-5	-1	-1.1	-1	-0.7	-2	-0.5	-2.3	0
COC(=O)C1=C(C)N(CC(C)C)C(=O)/C1=C\c1cccs1	-1.6	-1	1	0	-1.0	1	0.9	2	-0.7	0.2	-1
COc1ccc(NC(=O)c2sc3nc(C)cc(C)c3c2N)c(OC)c1	-1.9	-3	-1	5	-1.9	0	-1.0	-17	0.2	.	-10
CC(=O)Nc1nc(C2COc3ccccc3O2)cs1 (stereo unspecified)	6.7*	-3	-1	6	0.2	5	14*	4	5.8*	0.7	0
COc1cc(C(=O)OCC(=O)N2CCCCCC2)c([N+](=O)[O-])cc1OC	-0.9	-1	-2	0	-1.5	-1	-1.4	-2	0.4	-0.2	-2
CCNC(=S)NNC(=O)CCc1nc2cc(Cl)ccc2n(Cc2ccccc2)c1=O	1.5	-31	2	1	-0.7	-3	-0.8	-25	0.2	0.6	-13
CCC(C)(C)n1nnnc1C(c1ccc2ncccc2c1)N1CCN(c2ccc(O)cc2)CC1 (stereo unspecified)	0.4	0	3	-3	-1.4	0	-1.5	-3	-0.8	-0.1	0
Cc1ccc(Cn2c(NS(=O)(=O)c3ccccc3)nc3ccccc32)cc1	-0.5	3	0	1	-1.6	-3	2.0	1	-0.9	-0.3	7
Cc1nonc1C(=O)N/N=C/c1ccc(O)c(O)c1	-1.8	1	-2	9.0*	-1.0	2	1.8	8	0.7	-0.2	3
N#Cc1ncc(-c2ccc3c(c2)OCCOCCOCCOCCO3)nc1C#N	-2.8	-6	0	7	-0.8	-3	0.2	-28	1.2	-0.9	-27
S=c1[nH]cc(-c2ccccc2)n1-c1ccccc1Cl	-1.5	2	-6	-1	-1.4	-2	-0.3	1	-0.6	-0.4	3
O=C(CSc1nnc(CNC(=O)c2ccccc2)o1)Nc1ccc2c(c1)OCCO2	-1.7	0	-7	0	-1.1	0	-2.3	-7	-2.8	-0.6	-2
CCN(Cc1nc2ccccc2c(=O)[nH]1)C(=O)c1cccc(S(=O)(=O)N2CCc3ccccc32)c1	1.5	-2	6	-2	-0.6	0	-1.1	-4	-0.5	-1.4	2
CCCCOc1ccc(/C=C/C(=O)Nc2ccc(C(N)=O)cc2)cc1	-1.5	6	2	-2	-1.4	0	-0.4	2	0.0	0.0	2
Cc1nn(CC(=O)N2CCN(S(=O)(=O)c3ccccc3)CC2)c(C)c1[N+](=O)[O-]	-2.1	-3	2	-2	-1.8	5	1.6	2	1.1	0.3	-8
O=C(O)c1ccccc1C(=O)c1ccc(Oc2ccccc2)cc1	-1.5	-2	4	1	-1.2	-2	-0.2	-3	0.4	0.4	-2
COC(=O)c1ccccc1NC(=O)CSc1nnc(CNS(=O)(=O)c2ccc(C)cc2)n1C	-2.5	-8	3	-1	-1.3	-1	-0.5	2	-0.1	-0.8	-4
COc1ccc(Cc2nnc(NC(=O)Cc3cccs3)s2)cc1OC	-0.6	-3	4	1	-0.4	-26	-0.4	-4	-0.5	-1.1	-3
CCN(CC)c1ccc(C=Nc2cccnc2Cl)c(O)c1	-0.8	-7	-6	-1	-1.1	4	-1.5	-65	1.0	1.0	-38
COc1cc2nc3c4ccccc4n(CC#N)c3nc2cc1OC	-0.7	-12	-1	-2	-1.4	3	-1.4	-31	0.0	.	-23
O=C(NC1CCCCC1)c1ccc(-c2cccc([N+](=O)[O-])c2)o1	2.4	-5	3	4	-0.1	-3	8.9	0	7.9*	1.0	1
CCSc1nnc(NC(=O)c2ccccc2C)s1	1.9	1	0	3	-1.3	-3	13*	0	4.4*	3.5	2
C[C@@H]1CN([C@H](C)CO)C(=O)c2ccccc2-c2ccccc2CO[C@@H]1CN(C)C(=O)Nc1ccccc1	-1.3	-1	-5	-2	-0.5	3	-0.3	4	-0.2	.	1
COc1ccc(S(=O)(=O)Cc2ccc(C(=O)N3CCc4ccccc4C3)o2)cc1	1.0	1	-3	1	-0.8	-3	-1.9	0	-0.3	3.2	-1
COc1cccc(CN(C)CC(=O)Nc2cccc(S(N)(=O)=O)c2)c1OC	-1.2	-2	-5	-4	-1.6	-3	-1.9	2	0.3	0.1	0
Cc1[nH]c2ccccc2c1SCC(=O)NC1CCCCC1	0.8	-3	-6	-4	-0.2	-1	-0.9	-4	-0.8	-1.4	-1
COc1ccc(S(=O)(=O)NCc2ccncc2)cc1NC(=O)c1ccccc1F	1.0	-6	1	-2	-1.3	-8	-3.6	-6	-3.4	-0.2	1
CCOc1cc(/C=N/NC(=O)CSc2nnc(C)s2)ccc1OCc1ccccc1Cl	-2.1	0	1	1	-1.1	1	-2.2	3	-0.8	2.0	1
Cc1cccc(-n2ncc3c(N4CCCc5ccccc54)ncnc32)c1	5.0	-22	3	2	-0.4	9	7.8	-162	1.6	1.7	-106
CCn1nnnc1-c1ccc(OC)c(S(=O)(=O)Nc2ccccc2OC)c1	-1.0	-1	-4	-2	-1.4	3	3.3	0	1.0	3.6	2
O=C(NC1CCCCCC1)C(=S)NC1CCCCC1	-0.3	-3	-11	0	-1.2	-3	1.1	2	-0.5	1.4	2
O=C(O)c1cc(-c2cccs2)nn1-c1ccccc1	-0.2	-7	-1	-2	-1.3	0	-1.2	-11	0.0	0.6	-3
Cc1ccc(-c2ccccc2NC(=O)C2C3C=CC(C3)C2C(=O)O)o1 (stereo unspecified)	4.6	-6	-5	-1	0.2	-1	-0.5	-9	-0.5	0.0	-8
O=P(O)(O)C(O)C(F)(F)C(F)(F)C(F)(F)C(F)F (stereo unspecified)	-0.6	3	-1	-3	-1.1	-4	-4.1	0	-0.6	0.0	2
Cc1ccccc1NC(=S)NCCc1ccccc1	0.4	1	-6	1	-1.4	5	-0.6	1	0.3	-0.1	3
O=C(c1ccccn1)N1CCN(S(=O)(=O)c2ccc3ccccc3c2)CC1	-2.1	-2	4	-2	-1.4	-1	1.6	-1	-0.3	0.0	-2
CC(C)C(NC(=O)c1c(F)cccc1F)C(=O)NC1CC(C)(C)NC(C)(C)C1 (stereo unspecified)	-1.2	-4	-2	-3	-0.8	0	-0.1	-8	-0.2	-0.8	0
COc1ccc(CSc2nnc(SCC(=O)Nc3ccc4c(c3)OCO4)s2)cc1	-1.4	7	-6	-9	-1.2	3	2.7	-4	-0.3	.	-1
S=C(NCc1ccccc1)Nc1cccc2ccccc12	4.3	-5	2	-1	-0.2	-4	-2.1	-19	-3.6	-0.1	-8
Cc1cc(OC(=O)N2CCCCC2)cc(C)c1Cl	-0.6	-1	-2	-3	-0.9	2	-1.2	0	0.6	0.9	4
Cc1cc(Cl)ccc1NC(=S)NCc1ccco1	-2.9	0	0	-1	-1.3	2	-1.8	3	-0.8	-0.2	3

Continued.
SMILES	hcDAF-12 act	ADAM17 inh	MBD2 inh	SMARCA2 activ	ssDAF12 agonist	NR1D1 modulator	hgDAF12 agonist	PLC-beta3 inh	DAX1 inh-1	DAX1 inh-2	PLC-gamma1 inh
O=C1C=C(NCc2ccco2)CC(c2ccc(Cl)cc2)C1 (stereo unspecified)	-1.2	-4	-1	-1	-1.3	2	-1.3	-9	-0.7	-1.0	-6
O=C(Nc1ccc(-n2cnnn2)cc1)c1cc(S(=O)(=O)N2CCCC2)ccc1Cl	-2.5	0	-6	-2	-1.5	2	-5.3	-1	-4.8	-0.9	3
COc1ccc(OCCC(=O)N2CCOCC2)cc1	0.3	1	-4	-2	-1.4	-4	-2.8	-2	1.0	-0.2	6
Cc1cc(Nc2ncc(Cl)cc2Cl)n(-c2ccccn2)n1	0.3	0	-3	2	-0.3	3	1.0	2	0.3	2.5	5
